Screening data deposited in PubChem by several laboratories.
LAP4 TOR yeast: yeast TOR pathway LAP4-GFP modulation. S. cerevisiae LAP4-GFP multiplex, flow cytometry GFP, 3 h; median GFP as percent of DMSO wells. GFP response vs DMSO, % at 10 µM. actives 0.34% (n = 320,000);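 active = GFP response vs DMSO above a set limit, about the screen mean plus 3 SD, cut at about 150% in these data; inconclusive = under 70 cell events counted for the yeast strain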
Efflux pump inh: antifungal efflux pump inhibition, Nile Red retention | S. cerevisiae Candida pump triplex | inhibition, % at 10 µM | actives 0.44% (n = 330,000) | AID 485275;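 active = plate passing quality check with inhibition over a set limit, or well fluorescence over plate mean plus 4 SD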;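 also: Nile Red retained in pooled yeast measured as flow cytometry median fluorescence; 0% = buffer negative control and 100% = Enniatin B positive control; higher means more Nile Red kept so more efflux inhibition; some compounds called inactive have numbers as strong as hits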
RPL19A-GFP yeast: modulators of TOR pathway RPL19A-GFP in S. cerevisiae; S. cerevisiae RPL19A-GFP strain, flow cytometry, 3 h; stronger effect = lower value; percent response vs DMSO, % at 10 µM; actives 0.3% (n = 330,000); AID 2025;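 active = percent response vs DMSO below 50%; inconclusive = fewer than 70 events counted for the yeast strain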;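 also: median channel GFP fluorescence of the barcoded RPL19A-GFP strain; ratio of sample median GFP to plate DMSO average so 100% = DMSO; lower means less RPL19A-GFP as with rapamycin TOR inhibition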
AGP1-GFP MLPCN: yeast TOR pathway AGP1-GFP modulation. S. cerevisiae AGP1-GFP multiplex flow cytometry, 3 h; GFP as percent of DMSO wells. GFP response vs DMSO, % at 10 µM. actives 0.02% (n = 320,000). AID 2066;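 active = GFP response relative to DMSO above a set limit, near screen average plus 3 SD, cut at about 150% in these data; inconclusive = fewer than 70 cells counted for the yeast strain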;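 also: median GFP channel fluorescence of the gated AGP1 strain per well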
AHR activator: human AHR activation. P35869. AHR-responsive luciferase reporter cells, luminescence. activation, % at 5 µM. actives 2.5% (n = 320,000). AID 2796; in the data active = activation above about 47%;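 also: 0% = vehicle wells and 100% = reference agonist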
Target sequence (P35869 whole entry, looked up): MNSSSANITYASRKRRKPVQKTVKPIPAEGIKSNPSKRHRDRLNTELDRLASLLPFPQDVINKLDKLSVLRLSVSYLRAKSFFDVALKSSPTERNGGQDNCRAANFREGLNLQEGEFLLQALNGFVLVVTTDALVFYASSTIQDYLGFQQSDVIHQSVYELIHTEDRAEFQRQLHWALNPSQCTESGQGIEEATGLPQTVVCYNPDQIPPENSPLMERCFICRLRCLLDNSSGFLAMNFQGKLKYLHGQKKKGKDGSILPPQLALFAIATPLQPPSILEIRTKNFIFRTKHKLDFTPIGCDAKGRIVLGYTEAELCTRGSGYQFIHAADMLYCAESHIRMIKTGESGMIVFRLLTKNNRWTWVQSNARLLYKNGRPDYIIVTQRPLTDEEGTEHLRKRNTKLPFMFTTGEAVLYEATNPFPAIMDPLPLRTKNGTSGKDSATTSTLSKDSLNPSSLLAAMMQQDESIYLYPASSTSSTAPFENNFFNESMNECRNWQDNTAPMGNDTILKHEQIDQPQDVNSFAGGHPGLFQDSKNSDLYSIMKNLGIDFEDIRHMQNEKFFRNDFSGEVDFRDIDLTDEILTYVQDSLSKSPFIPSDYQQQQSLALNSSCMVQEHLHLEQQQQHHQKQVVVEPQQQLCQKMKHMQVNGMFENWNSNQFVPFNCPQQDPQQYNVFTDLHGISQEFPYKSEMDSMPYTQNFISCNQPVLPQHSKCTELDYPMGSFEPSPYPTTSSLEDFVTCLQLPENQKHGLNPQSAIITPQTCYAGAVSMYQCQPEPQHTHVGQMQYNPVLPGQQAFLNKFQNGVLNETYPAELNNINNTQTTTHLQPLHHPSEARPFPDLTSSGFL
CIT2-GFP yeast: modulators of TOR pathway CIT2-GFP in S. cerevisiae; S. cerevisiae CIT2-GFP strain, flow cytometry, 3 h; 100 means same as DMSO wells; GFP response vs DMSO, % at 10 µM; actives 0.065% (n = 320,000); AID 2029;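 active = GFP response relative to DMSO above a set limit, near the screen mean plus 3 SD, cut at about 150% in these data; inconclusive = Fewer than 70 cells measured for a yeast strain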;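 also: ratio of well median GFP fluorescence to mean of DMSO wells on the plate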
Yeast superoxide: lowers age-related superoxide in aged yeast cells. S. cerevisiae aged cells, superoxide DHE fluorescence; stronger effect = lower value. actives 0.18% (n = 330,000). AID 2690. superoxide response (% of plate mean), % at 10 µM;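 active = superoxide response under a set limit, about three screen SD below normal, cut at about 65% in these data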;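 also: yeast aged for seven days with compound at 30 °C before DHE staining; 100% = average MFI of all compound-treated wells on the plate with controls excluded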
MEP2-GFP yeast: alters MEP2-GFP fluorescence in TOR pathway yeast screen; S. cerevisiae MEP2-GFP strain, flow cytometry GFP, 3 h; 100% = DMSO control level; GFP response vs DMSO, % at 10 µM; actives 0.51% (n = 330,000); AID 2016;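 active = GFP response versus DMSO above a set limit, roughly screen mean plus 3 SD, cut at about 180% in these data; inconclusive = fewer than 70 cells counted for a yeast strain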;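 also: median GFP fluorescence of the barcode-gated MEP2-GFP cells per well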
* hit, by the source's call; ? = inconclusive; [ ] = another dose, or the depositor's remark. Rows are unselected. About 3.9% of those tested had a hit in this group.

smiles | Yeast superoxide | MEP2-GFP yeast | AGP1-GFP MLPCN | RPL19A-GFP yeast | Efflux pump inh | AHR activator | CIT2-GFP yeast | LAP4 TOR yeast
CC(C)CCN(C(=O)CCCSc1nc2ccccc2[nH]1)c1c(N)n(Cc2ccccc2)c(=O)[nH]c1=O | 101 | 99 | 108 | 94 | -0.1 | 0 | 94 | 103
COc1ccc(CC(=O)OCc2nnc(-c3ccccc3)o2)cc1 | 87 | 98 | 99 | 99 | 0.0 | -1 | 97 | 109
CCOC(=O)c1cnc2c(ccc3ccccc32)c1Cl | 105 | 111 | 96 | 101 | -0.1 | 2 | 103 | 100
COc1cc2cc(C(=O)N/N=C/c3ccccc3Cl)[nH]c2cc1OC | 94 | 116 | 106 | 119 | -0.1 | -2 | 101 | 110
CC(C)C(=O)NN(C(=O)c1ccccc1)c1ccccc1 | 92 | 115 | 106 | 98 | 0.2 | -2 | 112 | 112
O=C(Nc1cccc(-c2cscn2)c1)C1CCN(Cc2ccc(CO)o2)CC1 | 112 | 107 | 99 | 110 | 0.0 | 15 | 108 | 84
O=C(Nc1ccc2oc(-c3ccncc3)nc2c1)c1ccccc1F | 100 | 96 | 99 | 95 | 0.1 | -1 | 94 | 104
CCOC(=O)c1c(/N=C/N(C)C)sc(/C=N/Nc2ccccc2)c1-c1ccc(Cl)cc1 | 88 | 116 | 112 | 111 | 0.6* | 92* | 118 | 101
CCOC(=O)c1c(NC(=O)CSc2nnc(-c3ccc(Cl)cc3)o2)sc2c1CCC2 | 88 | 95 | 101 | 96 | 0.0 | 11 | 94 | 93
Cc1cc(C)nc(SCCN2CCCCC2)n1 | 94 | 99 | 100 | 97 | 0.0 | 0 | 103 | 96
CCN(Cc1ccccc1)C(=O)COC(=O)CNS(=O)(=O)c1ccc(C)cc1 | 88 | 97 | 99 | 99 | 1.0 | 0 | 97 | 95
COc1ccc(OC)c(NC(=O)CCn2c(=S)[nH]c3ccccc3c2=O)c1 | 81 | 102 | 99 | 95 | 0.0 | 5 | 97 | 90
Cc1ccc(S(=O)(=O)N(CC(=O)Nc2ccccc2C(=O)O)c2ccc(Cl)cc2)cc1 | 101 | 100 | 101 | 104 | -0.3 | -1 | 96 | 105
O=C(CC1SCCNC1=O)Nc1ccc(F)c(Cl)c1 (stereo not drawn) | 109 | 88 | 85 | 85 | 0.8 | 2 | 88 | 86
O/N=C/c1cc(Cl)ccc1OCc1cccc2ccccc12 | 86 | 90 | 85 | 90 | 0.1 | 32 | 87 | 131
CC(=O)NCCc1cc2ccc(C)cc2[nH]c1=O | 114 | 110 | 103 | 97 | 0.0 | 2 | 101 | 113
Cc1noc(C)c1C(=O)OCC(=O)Nc1ncc(Cl)c(C)c1Cl | 105 | 109 | 105 | 101 | -0.1 | 2 | 114 | 94
CCOc1ccccc1N(CC(=O)NC1CCCC1)C(=O)CNC(=O)c1cccs1 | 94 | 100 | 104 | 99 | 0.0 | -2 | 108 | 97
O=C(NCc1ccc(Cl)cc1)C(=O)c1c[nH]c2ccccc12 | 100 | 109 | 105 | 105 | 0.0 | -1 | 102 | 107
O=S(=O)(/C=C/c1ccccc1)N1CCN(c2nc(-c3cccnc3)nc3ccccc23)CC1 | 100 | 100 | 98 | 95 | 0.2 | 2 | 87 | 99
Cc1ccc(Nc2cc(=O)[nH]c(=O)[nH]2)c(C)c1 | 105 | 105 | 101 | 97 | 0.1 | 5 | 98 | 96
Nc1ccc(C(=O)Nc2cccc(NC(=O)c3ccc(N)cc3)c2)cc1 | 100 | 110 | 100 | 104 | -0.3 | 10 | 105 | 94
O=C(Cn1c(=O)c2cccn2c2cccnc21)N1CCN(c2ccccc2F)CC1 | 98 | 103 | 93 | 99 | 0.1 | 2 | 104 | 97
O=C(c1sccc1Cl)N1CCN(Cc2ccc3c(c2)OCO3)CC1 | 103 | 101 | 89 | 95 | -0.1 | -1 | 98 | 108
O=C(c1cccc(C(F)(F)F)c1)N1CCCC1 | 117 | 96 | 94 | 93 | -0.1 | -2 | 88 | 98

Record cards, from the list above.
O=C(CC1SCCNC1=O)Nc1ccc(F)c(Cl)c1 (stereo not drawn) reads Yeast superoxide: 109; MEP2-GFP yeast: 88; AGP1-GFP MLPCN: 85; RPL19A-GFP yeast: 85; Efflux pump inh: 0.8; AHR activator: 2; CIT2-GFP yeast: 88; LAP4 TOR yeast: 86
O=C(Nc1ccc2oc(-c3ccncc3)nc2c1)c1ccccc1F reads Yeast superoxide: 100; MEP2-GFP yeast: 96; AGP1-GFP MLPCN: 99; RPL19A-GFP yeast: 95; Efflux pump inh: 0.1; AHR activator: -1; CIT2-GFP yeast: 94; LAP4 TOR yeast: 104
O=C(NCc1ccc(Cl)cc1)C(=O)c1c[nH]c2ccccc12 reads Yeast superoxide: 100; MEP2-GFP yeast: 109; AGP1-GFP MLPCN: 105; RPL19A-GFP yeast: 105; Efflux pump inh: 0.0; AHR activator: -1; CIT2-GFP yeast: 102; LAP4 TOR yeast: 107

Later entries
smiles | Yeast superoxide | MEP2-GFP yeast | AGP1-GFP MLPCN | RPL19A-GFP yeast | Efflux pump inh | AHR activator | CIT2-GFP yeast | LAP4 TOR yeast
O=C(NNC(=O)C(c1ccccc1)c1ccccc1)c1cccs1 | 106 | 100 | 101 | 100 | -0.1 | 1 | 93 | 106
CN(C)S(=O)(=O)c1ccc(N2CCCC2)c(C(=O)NCC2CCCCC2)c1 | 96 | 95 | 88 | 93 | 0.1 | 2 | 83 | 89
CN(C)c1ccc(CNc2nc(-c3ccccc3)nn2S(C)(=O)=O)cc1 | 96 | 100 | 102 | 98 | 0.0 | 1 | 100 | 102
C/C(=N\NC(=S)NC1CCCCC1)c1ccc(C#N)cc1 | 92 | 96 | 94 | 96 | 0.0 | 1 | 92 | 94
O=C(NC1CCCC1)c1cc(-c2ccc(Cl)c(Cl)c2)on1 | 101 | 98 | 96 | 99 | -0.2 | -3 | 101 | 95
O=C(NCCCO)c1cc2c([nH]c3ccccc32)c(-c2ccc(F)cc2)n1 | 111 | 97 | 102 | 100 | 0.0 | 30 | 97 | 101
CC(=O)NC1C(OCc2ccccc2)OC(COC(C)=O)C(OC(C)=O)C1OC(C)=O (stereo not drawn) | 103 | 99 | 100 | 104 | 0.1 | 0 | 100 | 91
COc1ccccc1NS(=O)(=O)c1cccc(NC(=O)c2sc3ccccc3c2Cl)c1 | 113 | 104 | 102 | 104 | 0.5 | 5 | 95 | 102
CCOC(=O)N1CCC(NC(=O)C2CCN(c3ccc(N4CCOCC4)nn3)CC2)CC1 | 73 | 105 | 103 | 101 | 0.0 | 2 | 111 | 102
Cc1ccc(CNC(=O)c2cccc(-n3cnnn3)c2)cc1 | 104 | 92 | 97 | 99 | -0.2 | 4 | 104 | 100
COc1cc(C2=NOC(C(=O)Nc3ccc(C(C)=O)cc3)C2)cc(OC)c1OC (stereo not drawn) | 97 | 102 | 98 | 99 | 0.2 | 1 | 94 | 103
COc1cc(N)c(Cl)cc1C(=O)OCC(=O)NC1CCCC1 | 97 | 104 | 97 | 100 | 0.0 | 3 | 102 | 90
CCOc1ccc(/C=N/n2cc(-c3ccccc3)[nH]c2=S)cc1 | 111 | 93 | 97 | 98 | -0.1 | 84* | 84 | 107
COc1cc(C#N)ccc1OCC(=O)N1CCc2ccccc2C1 | 107 | 110 | 100 | 103 | 0.1 | 3 | 104 | 91
O=C(O)c1n[nH]c2c1CCCC2 | 101 | 100 | 101 | 97 | 0.2 | 2 | 100 | 103
COc1ccc2nc(NC(=O)CCNS(=O)(=O)c3ccc4c(c3)oc(=O)n4C)sc2c1 | 114 | 106 | 106 | 105 | 0.1 | 6 | 113 | 105
COC(=O)CSc1nc(-c2ccccc2)nc2ccc(F)cc12 | 99 | 94 | 85 | 87 | -0.1 | 35 | 92 | 85
Cc1ccn2c(=O)nc(SCC(=O)NCCc3ccccc3)nc2c1 | 85 | 106 | 105 | 99 | -0.2 | -1 | 107 | 104
CC(=O)c1cccc(CN2CCC(C(=O)Nc3cccc(-c4ccn[nH]4)c3)CC2)c1 | 100 | 106 | 106 | 109 | 0.2 | 7 | 104 | 108
O=C(NC(=S)Nc1cccc(Cl)c1N1CCOCC1)c1cccs1 | 112 | 96 | 101 | 99 | 0.3 | 5 | 94 | 89
O=C(Nc1ccc(OC(F)(F)F)cc1)C1CC(c2ccc(F)cc2)=NO1 (stereo not drawn) | 96 | 106 | 104 | 105 | -0.1 | -2 | 107 | 97
O=C(Nc1cccc2ccccc12)N1CCN(c2ccc(F)cc2)CC1 | 97 | 89 | 89 | 87 | 0.1 | 4 | 83 | 90
Cc1ccc(-c2c(C#N)c(N)n(-c3ccccc3)c(=O)c2C#N)cc1 | 83 | 90 | 95 | 98 | 0.0 | 0 | 88 | 90
Cc1cc(NC(=O)CSc2ccccc2)no1 | 96 | 99 | 98 | 99 | -0.1 | 6 | 106 | 92
O=C(CN(C(=O)c1cc2c(s1)CCC2)C1CCCC1)NCc1cccs1 | 91 | 104 | 106 | 95 | -0.1 | -2 | 95 | 97
O=C(O)CCCN1C(=O)C2C3CCC(O3)C2C1=O (stereo not drawn) | 96 | 135 | 102 | 102 | -0.4 | -5 | 110 | 105
Fc1ccc2c(c1)Sc1ccc(Cl)cc1CC2N1CCN(CCC2OCCO2)CC1 (stereo not drawn) | 95 | 103 | 107 | 98 | 0.1 | -2 | 105 | 111
NC(=O)COC(=O)c1ccc(Cl)c(S(=O)(=O)N2CCN(c3ccc(F)cc3)CC2)c1 | 105 | 103 | 101 | 97 | 0.1 | 0 | 107 | 94
Fc1ccccc1COc1ccc(Br)cc1CNCC1CCCO1 (stereo not drawn) | 108 | 92 | 92 | 90 | 0.0 | 5 | 94 | 88
c1cnn(-c2cncc(-n3cccn3)n2)c1 | 88 | 97 | 87 | 95 | -0.1 | 4 | 92 | 102
CN1C/C(=C/c2cccs2)C(=O)/C(=C\c2cccs2)C1 | 118 | 117[may fluoresce violet] | 26[may fluoresce violet] | 105[may fluoresce violet] | 0.5 | 0 | ? | 100[may fluoresce violet]
O=S(=O)(Nc1ccc(-n2cnnn2)cc1)c1ccc(Cl)cc1 | 94 | 96 | 99 | 95 | -0.2 | 2 | 98 | 95
COC(=O)C(Cc1ccccc1)NC(=O)CNC(=O)c1ccccc1OC (stereo not drawn) | 93 | 103 | 106 | 97 | 0.1 | -1 | 110 | 106

Laid out differently: two of the compounds above.
Every second line gives: Yeast superoxide	MEP2-GFP yeast	AGP1-GFP MLPCN	RPL19A-GFP yeast	Efflux pump inh	AHR activator	CIT2-GFP yeast	LAP4 TOR yeast
Fc1ccccc1COc1ccc(Br)cc1CNCC1CCCO1 (stereo not drawn)
    108	92	92	90	0.0	5	94	88
Fc1ccc2c(c1)Sc1ccc(Cl)cc1CC2N1CCN(CCC2OCCO2)CC1 (stereo not drawn)
    95	103	107	98	0.1	-2	105	111
